Source: PubChem BioAssay
IMPase cell inh: membrane-permeable compound that blocks inositol monophosphatase; P97697; CHO-M1 cells, IP1 accumulation, HTRF TR-FRET ratio; inhibition (IP1 accumulation), % at 46.1 µM; 120,000 tested, under 10 active; AID 901; active = well fitted curve in the direction sought with a large enough effect in the signal ratio, not every such curve was filed as active; inconclusive = small, poorly fitted or top-dose-only effect, or a change in a side signal; inactive = no such curve, though single readings can be large or run the other way; the % refers to the signal ratio;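 note: cells stimulated with carbachol in lithium chloride buffer; plate controls were DMSO basal wells for no effect and reference inhibitor wells for full effect; higher means more IMPase inhibition seen as more IP1 and lower FRET ratio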
Target sequence (P97697 whole entry, looked up): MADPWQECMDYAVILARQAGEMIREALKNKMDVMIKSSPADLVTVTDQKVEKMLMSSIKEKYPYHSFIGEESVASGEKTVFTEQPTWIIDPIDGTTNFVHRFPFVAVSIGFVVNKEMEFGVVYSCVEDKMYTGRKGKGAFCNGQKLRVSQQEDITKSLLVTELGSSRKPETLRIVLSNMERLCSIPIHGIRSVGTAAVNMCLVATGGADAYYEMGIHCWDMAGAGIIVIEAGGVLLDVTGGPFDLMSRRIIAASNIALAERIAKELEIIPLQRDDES
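The IP-One HTRF competitive assay in carbachol-stimulated CHO-M1 cells quantifies cellular IP1. Compounds spanned up to 46 uM final, and activity is expressed as AC50 from concentration-response fits of the ratio and donor data.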
PNC assembly inh: perinucleolar compartment assembly inhibition; PC3M PTB-GFP, PNC prevalence imaging, 16 h; hits give low values; activity change (PNC), negative = inhibition, % at 10 µM; actives 3.1% (n = 140,000); AID 2417;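 active = readout at or below -70, meaning at least 70% loss of cells showing the perinucleolar compartment, a nuclear body marking cancer cells; inconclusive = readout between -30 and a set limit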;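 note: plate controls were DMSO wells for no effect and camptothecin positive control wells for full effect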
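Read-out is percentage of cells bearing a perinucleolar compartment, from automated 20x imaging of fixed, Hoechst-stained PC3M PTB-GFP cells. Cells were seeded 4 h, then exposed 16 h to compound (23 nl of library stock) in duplicate plates.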
12-hLO inh: 12-hLO (ALOX12) enzyme inhibition | purified 12-hLO, xylenol orange hydroperoxide absorbance | Potency, µM (doses to about 57.1 µM), inactives show at the highest dose activity change, negative = inhibition, hits mostly inhibitors | actives 0.12% (n = 150,000); note: potency is the fitted concentration of half-maximal effect; nearly all actives have a fitted effect of over 55% in size; many of its hits are not listed in these tables
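Lipoxygenase turnover measured by absorbance at 573 and 405 nm after Fe-XO development. Human 12hLO 150 nM, arachidonate 40 uM, pH 7.0 Hepes buffer with detergent; 15 min compound preincubation, 30 min reaction.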
ALOX15B inhib: blocks human 15-lipoxygenase 2 activity; O15296; purified 15hLO-2, xylenol orange hydroperoxide absorbance; Potency, µM (doses to about 57.1 µM), for the others: at the highest dose activity change, negative = inhibition, hits mostly inhibitors; actives 0.56% (n = 110,000); note: potency is the fitted concentration of half-maximal effect; nearly all actives have a fitted effect of over 60% in size; many of its hits are not listed in these tables
Target sequence (O15296 whole entry, looked up): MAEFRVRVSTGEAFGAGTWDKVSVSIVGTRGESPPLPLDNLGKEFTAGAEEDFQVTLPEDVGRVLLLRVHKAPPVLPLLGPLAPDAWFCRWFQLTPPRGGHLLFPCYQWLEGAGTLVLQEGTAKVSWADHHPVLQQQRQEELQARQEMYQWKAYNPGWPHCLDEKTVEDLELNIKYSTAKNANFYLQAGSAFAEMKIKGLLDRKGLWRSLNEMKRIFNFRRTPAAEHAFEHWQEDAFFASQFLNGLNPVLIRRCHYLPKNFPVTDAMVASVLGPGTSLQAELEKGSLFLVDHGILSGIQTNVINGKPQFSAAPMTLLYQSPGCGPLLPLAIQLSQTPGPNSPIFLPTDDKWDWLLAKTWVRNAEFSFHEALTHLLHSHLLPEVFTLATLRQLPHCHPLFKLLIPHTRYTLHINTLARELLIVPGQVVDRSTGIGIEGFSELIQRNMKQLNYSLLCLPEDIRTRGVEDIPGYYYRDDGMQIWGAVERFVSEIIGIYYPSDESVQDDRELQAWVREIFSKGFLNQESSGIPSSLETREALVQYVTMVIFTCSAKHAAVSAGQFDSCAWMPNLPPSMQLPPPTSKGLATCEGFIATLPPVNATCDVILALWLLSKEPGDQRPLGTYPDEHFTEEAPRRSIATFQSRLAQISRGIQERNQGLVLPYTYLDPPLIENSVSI
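Enzyme 50 nM, AA 45 uM, 25 mM Hepes pH 7.5 + 0.01% Triton X-100; cpd preinc 15 min RT, rxn 90 min RT; stop/detect with 200 uM XO + 300 uM Fe(II) in 50 mM H2SO4, 30 min; A573/A405.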
Numbers without * were called inactive; ? = inconclusive; nt = no result given; [ ] = dose if it differs, or a comment. Unless noted, calls come from the whole dose curve; as a rule, active = well fitted curve in the direction sought with a large enough effect; inconclusive = small, poorly fitted or top-dose-only effect, or another doubt; inactive = no such curve, though single readings can be large; an effect the other way counts as inactive or inconclusive. Unless noted, % is set by controls: 0 for no effect and ±100 for the full control effect.

SMILES	IMPase cell inh	PNC assembly inh	12-hLO inh	ALOX15B inhib
CCOC(=O)c1cccc(NC(=O)Cn2c(CC(=O)N3CCCC3)nc3ccccc32)c1	4	?	-4%	11%
OCC1OC(n2nnc3ccccc32)C(O)C(O)C1O (stereo not given)	-2	?	4%	1%
O=C(NCC1CCCO1)c1ccc2c(=O)n(CC3CCCO3)c(=S)[nH]c2c1 (stereo not given)	1	?	5%	-2%
O=C(Cc1ccc(Br)cc1)Nc1ccccc1Sc1ccccc1	5	-28	1%	-10%
O=C(CNC(=O)c1cccs1)NCCN1CCC(Cc2ccccc2)CC1	13	7	4%	nt
CC1(C)Cc2c(c(-c3ccco3)[nH]c(=O)c2C#N)CO1	-4	23	4%	nt
COCCCN1C(=O)c2ccc(C(=O)NCc3ccco3)cc2C1=O	4	8	-1%	3%
COC(=O)c1ccc(-c2sc3nc(N4CCOCC4)c4c(c3c2N)CC(C)(C)OC4)o1	-11	-13	-3%	?
Cc1ccc2cc(CCNC(=O)C(C)C)c(=O)[nH]c2c1C	3	-1	-4%	nt
CC(=O)[C@]1(O)CCC2C3C=C(Cl)C4=CC(=O)C5CC5[C@@]4(C)C3CC[C@]21C (stereo not given in full)	nt	nt	0%	3%
O=C(COC(=O)C1CCC(=O)N1)Nc1cc(Cl)ccc1Cl (stereo not given)	8	15	0%	nt
CC1(O)N(Cc2ccccc2)C(=O)OC12CCCCC2 (stereo not given)	3	22	0%	0%
CCCCn1c(CN(C)Cc2ccccc2)nc2c1c(=O)n(C)c(=O)n2C	-6[1.84 µM]	18	1%	-18%[11.4 µM]
Cc1c(N)cccc1N	nt	nt	0%	-10%
C=CCn1c(SCC#N)nc2c(c1=O)C(C)(C)Cc1ccccc1-2	9	22	-5%	0%
CCCN(CCC)CCCNC(=O)c1cc2c(=O)n(C)c3ccccc3c2n1C	-15	26	0%	12%
Cc1cccc(OC(=O)Cn2c(C(F)(F)F)nc3ccccc32)c1	0	-27	-2%	15%
CC1CN(C(=O)c2ccc(COCC(F)(F)F)o2)CC(C)O1 (stereo not given)	0[1.84 µM]	?	0%	7%[11.4 µM]
CC1Cc2ccccc2N1C(=O)CSc1nnc(CNc2ccccc2)o1 (stereo not given)	0	?	1%	1%
O=[N+]([O-])c1cnc(N2CCCCC2)c([N+](=O)[O-])c1	nt	?	5%	nt
CCOC(=O)c1cnc(SC)nc1Nc1cccc(F)c1	6	40	-10%	8%
CC1CN(C(=O)N(C)C)CCN1C(=O)N(C)C (stereo not given)	5	-127*	-2%	-1%
O=C(c1ccco1)c1nnn(Cc2ccccc2)c1-c1ccccc1	?	?	-9%	-28%
O=C(Nc1cc(=O)c2ccccc2o1)N1CCCCC1	-2	27	-1%	-6%
N#Cc1ccc(CN2CC3(CCN(C(=O)c4ccncc4)CC3)C2)cc1	nt	nt	3%	3%
CC(=O)N1CCN(CCN(CC2C(C)C=C(C)CC2C)C(C)=O)CC1 (stereo not given)	-2	21	-2%	3%
COc1ccc(NC(=O)CSc2nnc(Cc3cccn3C)n2-c2ccc(C)cc2)cc1OC	-20	14	-5%	-8%
C/C(=N\NC(=O)c1ccc(Cl)c(S(=O)(=O)Nc2ccccc2Cl)c1)c1ccncc1	nt	-83*	0%	nt
COc1ccc(-c2nn(-c3ccccc3)cc2C2CC(c3cccs3)=NN2C(=O)CCCC(=O)O)cc1 (stereo not given)	-3	?	-8%	-11%
O=C(CSc1cccc(C(F)(F)F)c1)Nc1ccc(Cl)cc1Cl	-1	13	-16%	1%
O=C(O)CCCCCNC(=O)CCn1cnc2ccccc2c1=O	-8	13	1%	2%
CC(=O)Nc1nnc(-c2ccc(Cl)s2)o1	4	?	-2%	-4%
O=C1CCc2cc(S(=O)(=O)N3CCCC3C(=O)N3CCN(c4ccccc4)CC3)ccc2N1 (stereo not given)	1	?	5%	2%
COC(=O)c1ccccc1OCC(=O)N1CCN(c2ccc(F)cc2)CC1	-4	?	3%	-7%
S=C(Cc1cccnc1)N1CCOCC1	nt	-14	-1%	nt
COc1cccc(C2C(C(=O)Nc3ccccc3)=C(C)N=c3s/c(=C/c4ccc(OCC(=O)O)cc4)c(=O)n32)c1 (stereo not given)	nt	-2	-2%	nt
O=C(Nc1cccc2ccccc12)N1CCN(Cc2ccc3c(c2)OCO3)CC1	4	-95*	-1%	-1%
CCOc1ccccc1NC(=O)CSc1nnc(-c2ccco2)o1	-1	3	-4%	0%
COc1cc(C(=O)OCC(=O)Nc2cc(C)on2)ccc1OCc1ccccc1Cl	4	35	-1%	1%
O=C(NCc1ccco1)c1cc([N+](=O)[O-])cc([N+](=O)[O-])c1	nt	445	1%	nt
CCOc1cc(/C=N/NC(=O)COc2ccccc2C)ccc1OC(=O)c1cccs1	11	20	-6%	-12%
O=C(COC(=O)c1cccc(S(=O)(=O)NCc2ccccc2)c1)c1ccccc1	nt	57	1%	nt
COc1ccc(CCN2CNc3c(c(=O)n(C)c(=O)n3C)C2)cc1	-7	-7	-1%	-4%
C[C@H]([C@@H](N)C(=O)N[C@@H](C(=O)O)[C@@H]1O[C@H](n2ccc(=O)[nH]c2=O)[C@@H](O)[C@H]1O)[C@@H](O)c1ccc(O)cn1	nt	-2	6%	nt
Cc1onc(-c2ccccc2)c1C(=O)NC(=S)Nc1sc2c(c1C#N)CCCC2	nt	24	-2%	nt
COc1cccc2c(=O)n(CC(=O)N3CCCc4ccccc43)ccc12	0	17	3%	10%
CCC(CC)NC(=O)c1cc(OC)c(OC)c(OC)c1	1	?	-8%	-11%
COc1cc(C(=O)NCCC(=O)NCc2ccc3c(c2)OCO3)cc(OC)c1OC	1	-16	-3%	5%
Cc1ccc(-c2nc(N=Nc3ccc(O)cc3)n[nH]2)cc1	nt	?	1%	nt
Cc1nc(N=Nc2cc(S(=O)(=O)O)ccc2S(=O)(=O)O)c(COP(=O)(O)O)c(C=O)c1O	-6	nt	-10%	51%[activator]
COc1cc(/C=C/c2nc(-c3ccccc3O)n[nH]2)cc(OC)c1OC	-3	6	-4%	nt
O=C(NCc1ccco1)c1cc2n(n1)C(C(F)(F)F)CC(c1ccc(Br)cc1)N2 (stereo not given)	11	?	-8%	-1%
O=c1oc2ccccc2c(N2CCCC2)c1CN1CCCC1	-5	?	2%	-12%
CCNC(=O)/C(C#N)=C/c1c(N2CC(C)OC(C)C2)nc2ccccn2c1=O (stereo not given)	nt	?	-3%	nt
CCc1ccc(C(=O)COC(=O)CNC(=O)CNC(=O)Cc2ccccc2)cc1	-3	131	7%	4%
O=C1NC(=S)N(c2cccc(Cl)c2)C12CCCCC2	nt	?	2%	nt
N#CCCn1c(=O)c(CCc2ccccc2)nc2cnc(OCc3ccccc3)nc21	nt	nt	-3%	1%
Cc1c(Cl)cnc(NC(=O)CSc2nnc3ccccn23)c1Cl	9	40	0%	0%
CCc1c(C)sc2nc(SCC(=O)Nc3cc(C)on3)n(CCOC)c(=O)c12	-4	?	-4%	-7%
CCCn1c(C)cc(C)c(C#N)c1=O	-8	54	-4%	nt

(next part)
SMILES	IMPase cell inh	PNC assembly inh	12-hLO inh	ALOX15B inhib
Clc1cccc(-c2cc3nc4c(c(N5CCOCC5)n3n2)CCCC4)c1	5	16	7%	19%
Cc1ccc(NC(=S)NC(C)CCc2ccccc2)cc1C (stereo not given)	nt	17	-21%	nt
COc1cc(OC)cc(C(=O)Nc2cccc(N3CCCC3)c2)c1	1	47	-10%	-3%
O=C(NCc1cccnc1)c1sc2ccccc2c1Cl	4	0	-3%	-1%
Cn1c(SCc2ccc(F)cc2)nnc1-c1ccccn1	-7	7	-2%	-3%
CCOC(=O)Cn1cc(/C=N/NC(=O)c2ccc(C#N)cc2F)c2ccccc21	0	22	2%	2%
O=S(=O)(c1ccc(Cl)cc1)N1CCC(N2CCCCCC2)CC1	11	?	3%	-1%
C/C(CC(=O)Nc1cccnc1)=N\NC(=O)C(=O)Nc1cccc(C)c1	nt	48	0%	nt
CN(C)S(=O)(=O)c1ccc(S(=O)(=O)N(CC(=O)Nc2ccccc2)Cc2ccco2)cc1	-5	-9	-2%	-1%
CCC1=NN(C(=O)C(=O)NCCc2ccccc2)C(O)(C(F)(F)F)C1 (stereo not given)	5	?	5%	-2%
COc1ccc(N(CC(=O)O)S(=O)(=O)c2cccnc2)cc1	-2	?	-3%	0%
CCOC(=O)C1=C(C)N=c2s/c(=C3/C(=O)Nc4ccccc43)c(=O)n2C1c1ccc(C)cc1 (stereo not given)	1	-14	-6%	nt
CCOc1ccccc1OCCCOc1ccc(C)cc1Cl	?	2	-3%	10%
COc1ccc(-c2noc(C3CCCN(C(=O)CCc4ccccc4)C3)n2)cc1 (stereo not given)	5	?	3%	10%
COc1ccc(NS(=O)(=O)c2ccc3c(c2)CCC(=O)N3)c(OC)c1	4	-26	0%	-5%
COc1cc(-c2nc(S(=O)(=O)c3ccc(C)cc3)c(N(C)C)o2)cc(OC)c1OC	-6	20	2%	-7%
COc1ccc(S(=O)(=O)N(C)c2ccc(C(=O)N3CCOCC3)cc2)cc1OC	0	-22	-3%	5%
c1n[nH]c(NCc2ccc3c(c2)OCO3)n1	-2	-81*	-2%	6%
C=CCNc1nc(N2CCCC2)nc2ccccc12	4	14	0%	6%[2.29 µM]
Cc1nc2nc(Cc3ccccc3)[nH]n2c(=O)c1Cc1ccccc1	10	-12	-1%	3%[2.29 µM]
CC(C)=C1C(=O)NN(c2ccc(F)c(Cl)c2)C1=O	1	16	?	-30%
Cn1c(=O)c2c(nc(SCC(=O)c3cccs3)n2Cc2ccc(F)cc2)n(C)c1=O	-8	-23	-8%	-9%
CC12CCC(C(=O)Nc3ccccc3Br)(C/C1=N\O)C2(C)C (stereo not given)	10	-3	0%	nt

By substructure, the compounds so far containing a Cl atom.
SMILES	IMPase cell inh	PNC assembly inh	12-hLO inh	ALOX15B inhib
CC(=O)[C@]1(O)CCC2C3C=C(Cl)C4=CC(=O)C5CC5[C@@]4(C)C3CC[C@]21C (stereo not given in full)	nt	nt	0%	3%
O=C(COC(=O)C1CCC(=O)N1)Nc1cc(Cl)ccc1Cl (stereo not given)	8	15	0%	nt
C/C(=N\NC(=O)c1ccc(Cl)c(S(=O)(=O)Nc2ccccc2Cl)c1)c1ccncc1	nt	-83*	0%	nt
O=C(CSc1cccc(C(F)(F)F)c1)Nc1ccc(Cl)cc1Cl	-1	13	-16%	1%
CC(=O)Nc1nnc(-c2ccc(Cl)s2)o1	4	?	-2%	-4%
COc1cc(C(=O)OCC(=O)Nc2cc(C)on2)ccc1OCc1ccccc1Cl	4	35	-1%	1%
O=C1NC(=S)N(c2cccc(Cl)c2)C12CCCCC2	nt	?	2%	nt
Cc1c(Cl)cnc(NC(=O)CSc2nnc3ccccn23)c1Cl	9	40	0%	0%
Clc1cccc(-c2cc3nc4c(c(N5CCOCC5)n3n2)CCCC4)c1	5	16	7%	19%
O=C(NCc1cccnc1)c1sc2ccccc2c1Cl	4	0	-3%	-1%
O=S(=O)(c1ccc(Cl)cc1)N1CCC(N2CCCCCC2)CC1	11	?	3%	-1%
CCOc1ccccc1OCCCOc1ccc(C)cc1Cl	?	2	-3%	10%
CC(C)=C1C(=O)NN(c2ccc(F)c(Cl)c2)C1=O	1	16	?	-30%

Not all compounds are listed. The share of hits here may be higher or lower than overall.
